From PubChem BioAssay
DNMT1 inh = blocks human DNA methyltransferase DNMT1; DNMT1 molecular beacon, Hinp1I cleavage, fluorescence; inhibition (reported as % activation of signal), % at 10 µM; 360,000 compounds, 0.83% hits; AID 588458; in the data active = inhibition above about 50%
Scp1 inh = inhibitors of human Scp-1 phosphatase; Q9GZU7; Recombinant Scp1, phosphopeptide, malachite green phosphate absorbance; inhibition, % at 20 µM; 340,000 compounds, 0.88% hits; AID 493091;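 active = inhibition above about 50% at 20 µM, limit read from the data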;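 note: plate controls were DMSO wells with enzyme for no effect and wells lacking enzyme for full effect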
Target sequence (Q9GZU7 76-261 limits assumed): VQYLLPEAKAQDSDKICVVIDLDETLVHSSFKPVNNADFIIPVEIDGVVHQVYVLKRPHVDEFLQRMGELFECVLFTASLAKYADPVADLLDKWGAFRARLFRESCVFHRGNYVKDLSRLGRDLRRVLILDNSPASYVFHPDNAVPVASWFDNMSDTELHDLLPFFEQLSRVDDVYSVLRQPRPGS
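Times: enzyme reaction 45 min at room temperature, colour 5 min, stabilisation 30 min. Material: SCP-1 catalytic fragment, aa 76-261. Medium: Acidic Tris acetate buffer with magnesium and detergent. Signal: colorimetric free-phosphate detection, absorbance 630 nm. Read-out basis: % inhibition of SCP-1 phosphate liberation. Reagent: Phosphorylated 17-residue peptide substrate.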
SUMO1-SIM PPI = SUMO1-SIM interaction modulation. SUMO1 binding to a labelled peptide, TR-FRET, 1 h. P63165. 360,000 compounds, 0.33% hits. AID 602429. inhibition, % at 20 µM; in the data active = inhibition above about 37%
Target sequence (P63165 whole entry, looked up): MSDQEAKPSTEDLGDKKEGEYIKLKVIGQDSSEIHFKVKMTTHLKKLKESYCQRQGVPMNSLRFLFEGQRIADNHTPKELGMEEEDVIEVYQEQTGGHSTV
TbMetRS inhib = blocks T. brucei methionyl-tRNA synthetase activity. purified T. brucei MetRS, ATP depletion, Kinase-Glo luminescence. inhibition, % at 11.9 µM. 360,000 compounds, 0.4% hits. AID 624268;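 active = inhibition above a per-plate cutoff of the control wells' mean inhibition plus 3 SD, cut at about 5.5% in these data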;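 note: 0% = DMSO wells median and 100% = median of wells with control inhibitor compound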
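assay system = parasite MetRS enzyme | timing = 15 min preincubation, 2 h reaction, all 25 °C | evaluation = percent inhibition relative to median high and low control wells | medium = HEPES buffer containing pyrophosphatase, BSA, spermine, DTT | compound = single dose, 11.9 µM final nominal, 0.9% final DMSO | detection = Kinase-Glo luminescence, ATP depletion format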
LMPTP inh = LMPTP (human) inhibition; inhibition, % at 20 µM; P24666; recombinant LMPTP-A, OMFP fluorogenic substrate, fluorescence intensity; 360,000 compounds, 0.22% hits;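 active = compounds that cut the enzyme signal by at least half of the control window in the single-dose screen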;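 note: plate controls were DMSO wells with enzyme plus substrate for no effect and substrate without enzyme for full effect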
Target sequence (P24666 whole entry, looked up): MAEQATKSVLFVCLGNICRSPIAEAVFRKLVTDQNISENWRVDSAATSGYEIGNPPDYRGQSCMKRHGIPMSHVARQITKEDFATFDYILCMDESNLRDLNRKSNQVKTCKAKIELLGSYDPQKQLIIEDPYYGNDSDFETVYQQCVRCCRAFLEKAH
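Test system: LMPTP-A phosphatase enzyme; input: 0.625 nM LMPTP-A final; reagent: OMFP substrate, 400 µM final; compound dosing: 20 µM single dose, 3% DMSO; incubation: 50 min dark incubation at room temperature; measured by: endpoint fluorescence intensity from OMFP dephosphorylation; measure: % inhibition relative to no-enzyme and uninhibited control wells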
Rpn11 block = blocks the human proteasome subunit Rpn11; O00487; calls only at 20 µM; human 26S proteasome, Ub4-pepOG fluorescence polarization; 20S core pre-blocked with epoxomicin; 360,000 compounds, 0.59% hits;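 active = inhibition at 20 µM, scaled to each plate's controls, above about 33%, limit read from the data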
NadD inh = NadD (S. aureus) enzyme inhibition; purified NadD enzyme, colorimetric absorbance read-out; inhibition, % at 20 µM; 360,000 compounds, 0.78% hits; in the data active = inhibition above about 26%; note: some compounds past the cut are filed as inactive
STEP inh = STEP (human) phosphatase inhibition; P54829; recombinant STEP, OMFP fluorogenic substrate, fluorescence; inhibition, % at 20 µM; 360,000 compounds, 0.25% hits;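 active = inhibition at 20 µM, scaled per plate between control wells, above about 37%, limit read from the data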;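 note: 0% = DMSO with enzyme and substrate and 100% = substrate only without enzyme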
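Assay system: isolated STEP enzyme. Buffer or medium: pH 6.0 Bis-Tris with DTT and Tween 20. Also added: fluorogenic phosphatase substrate OMFP at 25 µM final. Dosing: 20 µM, 1% DMSO. Timing: 20 min reaction, room temperature, in the dark. Measured by: fluorescence intensity, excitation 480 nm, emission 540 nm. Evaluation: normalized % inhibition.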
MLLE-PAM2 inh = inhibitors of microRNA-mediated deadenylation, human PABP1 MLLE binding; P11940; GST-MLLE / FITC-PAM2 fluorescence polarization; inhibition, % at 20 µM; 360,000 compounds, 0.36% hits; in the data active = inhibition above about 35%, passing the limit was not always enough;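 note: plate controls were DMSO wells with GST-MLLE for no effect and wells lacking GST-MLLE protein for full effect; some results filed as inactive read as strong as hits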
CSN deneddyl inh = blocks human CSN-mediated cullin deneddylation; inhibition, % at 12.5 µM; 360,000 compounds, 0.38% hits; Purified CSN, SCF-Nedd8-OG deneddylation, fluorescence polarization; AID 651999;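 active = pattern-corrected inhibition above about 35%, with an unprinted fluorescence ratio check between 0.5 and 1.5, limit read from the data, passing the limit was not always enough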;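 note: 0% = enzyme with substrate and 100% = substrate without enzyme; some results filed as inactive read as strong as hits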
Target sequence (Q92905 whole entry, looked up, one chain of several): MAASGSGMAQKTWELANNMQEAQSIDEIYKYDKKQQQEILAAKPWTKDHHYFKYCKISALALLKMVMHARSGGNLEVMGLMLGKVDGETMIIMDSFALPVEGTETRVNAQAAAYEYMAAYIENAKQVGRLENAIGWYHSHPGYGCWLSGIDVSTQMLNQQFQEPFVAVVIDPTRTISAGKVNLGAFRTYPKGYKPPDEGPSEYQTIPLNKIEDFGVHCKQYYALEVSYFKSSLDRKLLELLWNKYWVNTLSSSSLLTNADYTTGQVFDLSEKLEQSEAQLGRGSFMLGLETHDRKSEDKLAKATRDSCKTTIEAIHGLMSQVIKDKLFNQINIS
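Detection – fluorescence polarization · System – HEK293T-derived human Csn5 enzyme · Controls – substrate-only high control, full reaction low control · Timing – 90 min, room temperature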
Numbers without * were called inactive; i = inactive; x = no result given.

[1] C=C(C)c1cccc(C(C)(C)NC(=O)N2CCN(c3ncccn3)CC2)c1
[2] CCN1CCN(C(=O)Cn2ncc3c2-c2ccccc2OC3)CC1
[3] O=C(O)Cc1ccc(NC(=O)COc2ccc3ccccc3c2)cc1
[4] Cc1cc(C(C)(C)C)oc1C(=O)NCCCNC(=O)c1oc(C(C)(C)C)cc1C
[5] CCC1(C)Cc2c(C#N)c(SC)nc(N3CCOCC3)c2CO1 (stereo not drawn)
[6] COc1c(F)c(F)c(C(=O)Nc2ccc(N3CCN(C(C)=O)CC3)c(Cl)c2)c(F)c1F
[7] Cc1cc(C)n2nc(SCC(=O)N(CCC#N)c3ccccc3F)nc2n1
[8] CCN1C(=O)C(=O)N(Cc2ccc(OC)c(F)c2)C1=O

Assay by compound,1,2,3,4,5,6,7,8
DNMT1 inh,-1,-2,1,-4,2,-7,1,0
Scp1 inh,3,2,2,-5,-30,14,-6,-5
SUMO1-SIM PPI,1,1,2,-4,0,-1,1,-1
TbMetRS inhib,-0.2,-0.9,-0.2,-0.2,0.0,-0.5,0.2,-0.9
LMPTP inh,1.0,0.0,-0.5,-1.1,0.3,0.3,-1.6,-1.3
Rpn11 block,i,i,i,i,i,i,i,i
NadD inh,-3,-7,-1,7,-7,-5,0,-6
STEP inh,-3,-5,-2,0,2,-2,-3,-3
MLLE-PAM2 inh,10,0,-4,4,8,-10,11,7
CSN deneddyl inh,1,-4,0,5,3,-1,-6,2

[9] O=C(CCCOc1ccccc1)NNC(=O)c1ccc(Cl)cc1
[10] Cc1cc([N+](=O)[O-])nn1CCCC(=O)Nc1sc2c(c1C(N)=O)CCC(C)C2 (stereo not drawn)
[11] Cc1ccc(-c2cc(C(=O)N/N=C/c3ccco3)[nH]n2)cc1
[12] Cc1ccc(NS(=O)(=O)c2cc3[nH]c(=O)c(=O)[nH]c3cc2C)c(C)c1
[13] CCCCN(C)S(=O)(=O)c1cc2c(cc1Br)CCN2C(=O)C1CC1
[14] CCOC(=O)C(Cc1ccccc1)NC(=O)CNC(=O)CNC(=O)OCc1ccccc1 (stereo not drawn)
[15] CCN(CC(=O)NCc1cccs1)C(=O)CCCOc1ccc(C(C)(C)C)cc1
[16] Cc1ccc(-c2nc3ncccc3o2)cc1NC(=O)c1ccc2c(c1)OCO2

Assay by compound,9,10,11,12,13,14,15,16
DNMT1 inh,7,-4,1,-2,-8,-4,5,-3
Scp1 inh,0,-9,1,11,-7,-2,-13,-13
SUMO1-SIM PPI,3,-4,-6,4,0,0,-17,3
TbMetRS inhib,-0.3,-0.1,0.1,0.0,-0.3,0.6,0.0,-0.5
LMPTP inh,0.0,-2.9,1.3,-0.6,0.0,-1.3,-5.3,-0.8
Rpn11 block,i,i,i,i,i,i,i,i
NadD inh,-3,-1,3,-4,-2,-2,2,-1
STEP inh,0,-1,-1,-1,2,2,0,-3
MLLE-PAM2 inh,-4,10,-5,-18,-16,-11,8,2
CSN deneddyl inh,-2,3,-4,-4,1,-5,-2,1

[17] COc1cc(-c2nc(C(F)(F)F)c(OC)o2)cc(OC)c1OC
[18] Cn1c(C(=O)N2CCCC(C(=O)NCCN3CCOCC3)C2)cc2sccc21 (stereo not drawn)
[19] COc1ccc(-n2nc(C(=O)NCC(=O)N3CC(C)CC(C)C3)c3ccccc3c2=O)c(OC)c1 (stereo not drawn)
[20] O=C(O)c1ccc(CS(=O)(=O)c2ccc(Br)cc2)cc1
[21] CC(Sc1nnc2c(n1)C1(C)CCC2C1(C)C)C(=O)Nc1ccccc1 (stereo not drawn)
[22] C/C(=N\OCc1ccc(C#N)cc1)c1ccccc1
[23] CC(=O)Nc1ccc(CN2CCCC(CO)(Cc3ccccc3C)C2)cc1 (stereo not drawn)
[24] COCCN1Cc2cccc(C(=O)NCCCN3CCCC3=O)c2C1=O

Assay by compound,17,18,19,20,21,22,23,24
DNMT1 inh,1,-2,-2,6,-2,0,-1,6
Scp1 inh,7,-6,-6,1,-6,-3,1,-6
SUMO1-SIM PPI,1,-1,0,1,1,-4,2,0
TbMetRS inhib,-1.0,0.0,-0.7,0.0,-0.2,-1.0,0.3,-0.3
LMPTP inh,0.0,-0.2,-1.1,-0.6,-1.5,1.9,-2.6,0.6
Rpn11 block,i,i,i,i,i,i,i,i
NadD inh,1,-3,0,2,2,2,-5,2
STEP inh,-1,-4,2,-2,-4,0,-2,-1
MLLE-PAM2 inh,-24,8,-3,2,18,-14,5,-1
CSN deneddyl inh,-9,1,3,3,0,-3,-9,5

[25] O=C1C(Sc2ccccc2)=C[C@@]2(O)CC[C@@H](O)[C@]1(Sc1ccccc1)[C@H]2O
[26] Cn1ccnc1C1CCCCN1Cc1nc(Cc2cccc(C(F)(F)F)c2)no1 (stereo not drawn)
[27] COc1ccc(Cl)cc1NC(=O)CC(C)c1ccccc1 (stereo not drawn)
[28] COc1ccc(CC(=O)OCC(=O)NCc2ccc3c(c2)OCO3)cc1OC
[29] COc1cccc(CNC(=O)CN2C(=O)COc3ccc(S(=O)(=O)N4CCOCC4)cc32)c1
[30] COc1ccc(N2C(=O)CCC(C(=O)N3CCCCC3)C2c2ccc(OC)c(OC)c2)cc1 (stereo not drawn)
[31] CCO[C@@H]1OC(C(=O)NC2CC2)=C[C@H](C2CC2)[C@H]1CCCO
[32] CCN1CCN(S(=O)(=O)Cc2ccccc2Cl)CC1

Assay by compound,25,26,27,28,29,30,31,32
DNMT1 inh,x,-1,-5,-5,-1,1,2,-1
Scp1 inh,x,-8,-13,-10,-9,-1,-6,-11
SUMO1-SIM PPI,4,2,0,2,-3,4,6,1
TbMetRS inhib,-0.3,-0.7,-1.0,0.1,-0.6,-0.2,-0.1,-0.6
LMPTP inh,-1.1,-0.4,1.6,0.4,-1.5,0.7,-0.8,-0.4
Rpn11 block,x,i,i,i,i,i,i,i
NadD inh,1,0,-5,-2,-5,6,-3,1
STEP inh,x,-3,5,-4,-1,-2,-1,0
MLLE-PAM2 inh,x,5,-9,-6,2,-8,-1,18
CSN deneddyl inh,-1,-4,0,-2,0,3,7,3

[33] COC(=O)c1nnn(CC(=O)NC(=O)Nc2ccccc2F)c1C(=O)OC
[34] O=C(CSCc1ccccc1Br)N/N=C/c1ccccc1C(=O)O
[35] Cc1cccc(NC(=O)c2ccccc2C(=O)Nc2cccc(C)c2)c1
[36] Cc1nn(-c2ccccc2)c(C)c1C(=O)OCC(=O)N(C)C1CCS(=O)(=O)C1 (stereo not drawn)
[37] N#Cc1ccc(CSC2=NCCN2)cc1
[38] Cc1ccc(-c2nc(SC(C)C(=O)c3c(N)n(C)c(=O)n(C)c3=O)n[nH]2)cc1 (stereo not drawn)
[39] COc1ccccc1S(=O)(=O)Nc1ccc(-c2nnc3n2CCCCC3)cc1
[40] COc1ccc(-n2c(=O)cc(N3CCN(Cc4ccccc4)CC3)[nH]c2=O)cc1

Assay by compound,33,34,35,36,37,38,39,40
DNMT1 inh,2,-1,0,1,4,-1,1,2
Scp1 inh,3,-7,-14,-3,6,1,3,-13
SUMO1-SIM PPI,-4,1,5,-1,-1,9,4,0
TbMetRS inhib,1.8,0.1,-0.4,1.7,-1.4,0.2,-0.1,0.0
LMPTP inh,0.2,-0.8,0.2,0.7,2.6,-1.0,-0.4,0.2
Rpn11 block,i,i,i,i,i,i,i,i
NadD inh,-6,-3,-4,3,-2,2,0,2
STEP inh,-2,0,1,2,-2,-3,-1,-2
MLLE-PAM2 inh,-7,0,8,-7,-2,-4,-6,15
CSN deneddyl inh,-3,-6,-4,-2,-1,-8,1,1

[41] COc1ccc(NC(=O)NC2CCCCCCC2)cc1
[42] O=C(Nc1ccc2c(c1)OCCO2)C1CCCN(S(=O)(=O)c2cccs2)C1 (stereo not drawn)
[43] COC(=O)c1ccc(/C=N/NS(=O)(=O)c2cc(C)ccc2C)cc1
[44] Cc1nc(N/C(N)=N/S(=O)(=O)c2ccccc2)nc2ccccc12
[45] CC(C)CN1C(=O)c2ccc(C(=O)Nc3c[nH]c(=O)[nH]c3=O)cc2C1=O
[46] CC(C)(C)C1CCC(CN2C(Nc3ccccc3)=NC[C@@H]2Cc2ccccc2)CC1 (stereo partly drawn)

Assay by compound,41,42,43,44,45,46
DNMT1 inh,0,-2,0,0,2,28
Scp1 inh,-2,-7,-12,-15,-9,10
SUMO1-SIM PPI,1,2,-1,-9,-16,-17
TbMetRS inhib,-0.2,-0.6,-0.4,-0.2,0.9,-0.3
LMPTP inh,-0.1,0.2,0.5,-0.4,-0.5,1.0
Rpn11 block,i,i,i,i,i,i
NadD inh,2,-5,-2,2,4,8
STEP inh,2,-4,-1,-1,1,4
MLLE-PAM2 inh,-6,0,-26,-8,-12,7
CSN deneddyl inh,-2,-3,0,-1,2,-2

Molecules from the list above with fluorine (six):
[6] COc1c(F)c(F)c(C(=O)Nc2ccc(N3CCN(C(C)=O)CC3)c(Cl)c2)c(F)c1F
[7] Cc1cc(C)n2nc(SCC(=O)N(CCC#N)c3ccccc3F)nc2n1
[8] CCN1C(=O)C(=O)N(Cc2ccc(OC)c(F)c2)C1=O
[17] COc1cc(-c2nc(C(F)(F)F)c(OC)o2)cc(OC)c1OC
[26] Cn1ccnc1C1CCCCN1Cc1nc(Cc2cccc(C(F)(F)F)c2)no1 (stereo not drawn)
[33] COC(=O)c1nnn(CC(=O)NC(=O)Nc2ccccc2F)c1C(=O)OC

Assay by compound,6,7,8,17,26,33
DNMT1 inh,-7,1,0,1,-1,2
Scp1 inh,14,-6,-5,7,-8,3
SUMO1-SIM PPI,-1,1,-1,1,2,-4
TbMetRS inhib,-0.5,0.2,-0.9,-1.0,-0.7,1.8
LMPTP inh,0.3,-1.6,-1.3,0.0,-0.4,0.2
Rpn11 block,i,i,i,i,i,i
NadD inh,-5,0,-6,1,0,-6
STEP inh,-2,-3,-3,-1,-3,-2
MLLE-PAM2 inh,-10,11,7,-24,5,-7
CSN deneddyl inh,-1,-6,2,-9,-4,-3
